# Screening data (PubChem)
# FN deposit inh – fibronectin deposition inhibition. AH1F fibroblasts, Alexa488-fibronectin deposition fluorescence, overnight. inhibition, % at 12.6 µM. hit rate 0.086% among 350,000. AID 743247;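 active = mean inhibition across replicates of 30% or more, regardless of how many single replicates reach that level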;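 also: positive control wells lacked labelled fibronectin entirely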
#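 test system = AH1F fibroblasts assembling fluorescent fibronectin matrix | quantity = 10000 AH1F cells per well | buffer or medium = DMEM plus 2% serum, read in PBS | doses = single dose, pinned | incubation = 1 h cell attachment, overnight exposure to compound and label | detection = fluorescence at 485 nm excitation, 525 nm emission | read-out basis = inhibition from reduced deposited-fibronectin fluorescence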
# PAX8 inh HTS – PAX8 transcriptional activity inhibition | RMG-I TPO-luciferase reporter, SteadyGlo, 24 h | inhibition, % at 12.6 µM | hit rate 1.2% among 360,000 | AID 652154;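 active = mean replicate inhibition at least 60% with every replicate also reaching 60%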;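 also: luciferase light reporting Pax8 driven TPO promoter activity; plate controls were median of neutral control wells for no effect and mitoxantrone controls for full effect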
# LGR2 antag – Drosophila LGR2 receptor signaling inhibition; HEK293 LGR2, CRE-luciferase, bursicon-stimulated, 4 h; inhibition, % at 9.99 µM; hit rate 0.35% among 380,000; AID 720647;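 active = drop in luminescence signal, shown as inhibition above about 50% in the replicate tests, limit read from the data, passing the limit was not always enough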;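 also: agonist challenge used bursicon conditioned medium at about half maximal strength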
# The depositor's hits bear a star.
SMILES,FN deposit inh,PAX8 inh HTS,LGR2 antag
O=C(CN(c1cccc([N+](=O)[O-])c1)S(=O)(=O)c1ccccc1)N(Cc1ccccc1)Cc1ccccc1,2.0,6.5,1.3
CCCc1nn(C)c(C(=O)Nc2cccc(Cl)c2)c1Cl,-4.1,-86.6,-5.0
CC(C)c1ccccc1NC(=O)COc1ccc(C(=O)NCCc2ccccc2)cc1,-2.7,1.2,-4.3
O=C(OCc1csc(Nc2ccccc2)n1)c1ccc(Cl)cc1,-1.9,4.7,-0.2
CCc1nccn1S(=O)(=O)c1cccc([N+](=O)[O-])c1,6.0,-4.1,11.4
COc1ccc(-n2nnnc2SCC(=O)NNC(=O)c2ccc([N+](=O)[O-])cc2)cc1,4.4,-20.7,6.6
CCc1ccccc1N/C(=N\S(=O)(=O)c1ccccc1)C(F)(F)F,-1.2,8.9,-5.6
CCN(C(=S)NC(=O)c1ccccc1Br)C1CCCCC1,5.4,-7.4,5.2
COC(=O)c1ccc(/C=C2\N=C(SC)SC2=O)cc1,4.2,-13.5,8.7
COc1ccc(S(=O)(=O)NC(CC(=O)O)c2ccco2)cc1 (configuration not stated),2.5,23.6,6.1
Cn1c(CCNC(=O)c2cccs2)n[nH]c1=S,6.0,13.9,-8.6
CN(C)S(=O)(=O)c1ccc(Cl)c(NC(=O)COC(=O)C2CSC3(C)CCC(=O)N23)c1 (configuration not stated),0.8,10.2,-0.4
Cc1cc(C)cc(NC(=O)c2cc(C)nn2C)c1,3.0,-12.0,-23.9
O=C(CSc1nnc(-c2ccc(O)cc2)n1Cc1ccccc1)NNC(=O)c1ccc(Br)cc1,0.7,-8.3,18.8
Cc1nn(Cc2ccccc2)c(C)c1NC(=O)CSc1n[nH]c(C)c1[N+](=O)[O-],1.5,-6.7,-1.5
COc1ccccc1/C=N/NC(=O)c1ccccc1NS(=O)(=O)c1ccc(C)cc1,1.5,7.9,5.5
CCn1cc(C(=O)NC(C)C2CC3CCC2C3)cn1 (configuration not stated),-2.5,1.3,5.8
S=C(Nc1ccccc1Cl)NC1CCN(Cc2ccccc2)CC1,-5.7,2.6,4.9
COc1ccc(NC(=O)COC(=O)CNS(=O)(=O)c2ccc(C)cc2)c(OC)c1,2.6,-3.4,-2.9
COc1cc(/C=N\NC(=O)c2ccc(C)nc2)ccc1OC(=O)c1ccc2c(c1)OCO2,-4.2,11.9,-5.5
CCN(CC)S(=O)(=O)c1cccc(NC(=O)COC(=O)CCC(=O)c2ccc(F)cc2)c1,5.6,21.1,-2.7
COc1cccc(Nc2nc3ccccc3n2C(C)C)c1,-2.7,-0.2,-2.4
O=C(NCc1ccccn1)/C(=C/c1ccco1)NC(=O)c1ccccc1,-3.3,7.8,6.1
COc1ccc(/C=N/Nc2nc(-c3ccc(Cl)cc3)cc(C(F)(F)F)n2)cc1OC,-3.9,33.1,-1.7
O=C(Cn1c2c(sc1=O)C1c3ccccc3OCC1CS2)Nc1ccc(Cl)cc1 (configuration not stated),9.3,4.4,38.9
Cc1cc(NC(=O)/C=C/c2ccc(Cl)cc2)no1,0.1,-132.6,-74.0
CCOC(=O)c1cnc2cc(C)ccn2c1=O,-2.4,-17.0,-11.1
Cc1cc(Br)c(NC(=O)COC(=O)CSc2nnc(-c3ccc(Cl)cc3)o2)c(Br)c1,-1.3,-12.0,19.2
CCOC(=O)c1c(NC(=O)C(=O)N/N=C/c2ccccc2OC)sc2c1CCCCC2,-17.0,15.7,11.1
O=C(CSc1nnc(-c2ccccc2O)n1Cc1ccccc1)NNC(=O)c1ccccc1O,10.6,9.0,27.2
Cc1ccc(-c2cc(C(=O)O)c3sc(N4CCCCC4)nc3n2)cc1,-7.8,11.8,-16.5
O=C(CSc1nnc(-c2ccccc2F)n1CCc1ccccc1)Nc1ccc2[nH]c(=O)[nH]c2c1,16.0,26.8,32.7
CCN1CC2([N+](=O)[O-])CC=C(OC)C([N+](=O)[O-])(C1)C2 (configuration not stated),2.2,-7.8,5.2
Cc1cc(SCC(=O)OCC(=O)NC(C)c2ccccc2)c(C)cc1Br (configuration not stated),1.0,6.8,2.7
C/C(=N/Nc1nc(-c2ccccc2)cc(-c2ccc(F)cc2)n1)c1cccc(N)c1,-9.7,-14.0,-0.7
CCCCCC(=O)Nc1ccc(-c2csc(C)n2)cc1,-5.2,-59.4,-14.8
COc1ccccc1NC(=O)Cc1nc(CCl)cs1,3.9,6.5,6.0
Cn1nc(C(C)(C)C)c([N+](=O)[O-])c1C(=O)Nc1ccccc1,2.3,-1.3,-4.8
CCOC(=O)c1[nH]c2ccc(OC)cc2c1NC(=S)N1CCN(c2ccccc2)CC1,-4.9,-20.1,11.8
COc1ccccc1C(=O)NNC(=S)NC(=O)c1sc2ccccc2c1Cl,7.7,17.1,14.3
CC1CCCC(C)N1C(=O)c1cc2ncc(CCCl)cn2n1 (configuration not stated),1.6,-43.1,9.5
COCCNC(=S)N1CCN(C(=O)C(=O)Nc2ccc(C(=O)OC)cc2)CC1,5.0,-19.3,29.1
CCOC(=O)c1cc(-c2ccc(N3CCOCC3)cc2)nn1-c1ccc(F)cc1F,5.8,22.8,-8.7
COCCn1c(SCC(=O)Nc2ccc(N3CCOCC3)cc2)nc2ccccc21,1.7,-1.0,2.2
NC(=S)N=Nc1c(O)n(Cc2ccc(Br)cc2)c2ccccc12,-6.3,36.6,22.0
O=[N+]([O-])c1ccc(O)c(C=Nc2ccc3c(c2)OCCO3)c1,-1.2,-90.6,-43.4
CCc1cc(SC#N)cc(CC)c1NC(=O)CCl,-0.5,21.6,8.5
CC(Nc1cc(N2CCN(S(C)(=O)=O)CC2)ccc1[N+](=O)[O-])c1ccccc1 (configuration not stated),5.4,21.2,-6.8
COc1ccc(NC(=O)Cc2c(C)n(C(=O)c3ccc(Cl)cc3)c3ccc(OC)cc23)cc1,-0.3,5.2,5.1
COC(=O)C1=C(C(=O)OC)C(c2cc(Br)ccc2O)c2sc(=O)[nH]c2S1 (configuration not stated),-1.1,7.4,-5.5
# Next section:
SMILES,FN deposit inh,PAX8 inh HTS,LGR2 antag
Cc1ccc(NC(=O)COC(=O)/C=C/c2cccs2)cc1,2.2,3.7,-12.4
O=C1CC(C(=O)Nc2ccc(F)cc2)S/C(=N\N=C\c2ccco2)N1 (configuration not stated),-12.0,-32.0,-0.6
Cc1sc2nc(CSc3nnnn3-c3ccc(Cl)cc3)[nH]c(=O)c2c1C,-7.7,1.0,-18.7
Cn1c(SCC(=O)Nc2cc([N+](=O)[O-])ccc2F)nnc1C(F)(F)F,9.8,-5.9,10.9
Cc1ccccc1C1(CCN2CCCCC2)CCOC(C)(C)C1 (configuration not stated),7.6,22.6,-10.8
O=C(Nc1cccnc1)/C(N=Nc1c(Cl)cccc1Cl)=C(\O)c1ccccc1,-13.1,9.4,-5.4
Cn1c(N)c(C(=O)COC(=O)CNS(=O)(=O)c2cccc(Cl)c2)c(=O)n(C)c1=O,5.7,-15.2,2.8
C/C=C/c1ccc(OCCOc2cc(C=O)ccc2OC)c(OC)c1,-10.2,-124.0,-49.6
O=S(=O)(Nc1ccc(O)c(Sc2nc3ccccc3s2)c1)c1ccc(F)cc1,1.3,2.1,7.8
CCCOc1ccc(CN(CCC#N)C(=S)NC(=O)c2ccccc2)cc1,-13.1,8.2,-11.2
COc1ccc(-c2ccnc(SCC(=O)c3ccc(OC)c(OC)c3)n2)cc1,17.9,7.1,-4.0
CN(C)CC/C=C1/c2cc(F)ccc2CSc2ccc(F)cc21,-0.4,-5.6,-0.1
CC(=O)c1ccccc1NC(=O)COC(=O)CCCN1C(=O)c2cccc3cccc(c23)C1=O,-1.9,16.6,-16.0
Cc1cc(C)nc(/N=C(\N)Nc2ccc3c(c2)OCCO3)n1,-5.6,-4.8,-10.6
CCOP(=O)(OCC)C(NC(=O)Nc1ccc(Cl)cc1)C(N)=O (configuration not stated),-2.0,-7.0,-2.9
Cc1c(C(=O)OCc2nc3scc(-c4ccccc4)c3c(=O)[nH]2)cccc1[N+](=O)[O-],-12.5,14.9,-1.7
Cc1c(C(=O)N/N=C/c2ccc(O)c(Br)c2)sc(N)c1C#N,-25.1,-39.2,-9.5
O=C(/C(=C(\[O-])c1ccccc1)[n+]1ccc2ccccc2c1)c1ccc([N+](=O)[O-])cc1,-2.1,14.6,-23.6
CC(C)CC(=O)NC(=S)NNC(=O)c1ccc(NC(=O)C2CCCCC2)cc1,-5.9,20.3,10.1
COc1ccc(C(=O)NC(=S)NNC(=O)c2ccc(NC(=O)C(C)C)cc2)cc1,6.0,-22.3,5.8
O=C(CCn1c(=S)oc2ccccc21)Nc1cccc(F)c1,-1.5,32.2,-4.9
S=C(NCc1ccco1)N/N=C/c1ccccc1Cl,-10.0,-30.1,15.7
COc1cc(CNCc2ccccn2)ccc1OCC(=O)NC1CCCCC1,-6.3,-0.6,-6.0
COC(=O)c1cn(NC(=O)Cc2ccc(Cl)cc2)c(=O)c2ccccc12,-1.1,10.4,-4.7
Cn1nnnc1SCc1ccc([N+](=O)[O-])cc1,2.1,-7.8,-0.5
Cc1ccccc1C(=O)NC(CC(C)C)C(=O)OCc1cc(=O)n2cc(Br)ccc2n1 (configuration not stated),4.9,-161.9,-50.4
CC(C)c1ccccc1NC(=S)NC1CCN(Cc2ccccc2)CC1,-7.9,6.9,-11.4
O=C(c1ccccc1)c1cc([N+](=O)[O-])ccc1N1CCCC1,-3.2,6.7,-5.3
Cc1oc(/C=N/NC(=O)CN(c2ccccc2Cl)S(C)(=O)=O)cc1Br,-1.2,-8.1,-32.0
CCOC(=O)c1c(NC(=O)C2COc3ccccc3O2)sc2c1CC(C)(C)NC2(C)C (configuration not stated),-3.3,-5.1,-3.6
COc1ccc(C2c3c(ccc4ccccc34)Oc3ncn4nc(Cc5ccccc5)nc4c32)cc1OC (configuration not stated),-6.7,8.9,-9.0
CCCC(=O)Nc1ccc(N2CCN(S(C)(=O)=O)CC2)cc1,-4.0,7.1,18.6
O=C(C1=NN[C@@H]2C(=O)N(c3ccccc3C(F)(F)F)C(=O)[C@H]12)C(c1ccccc1)c1ccccc1,-1.5,17.7,-8.2
COc1ccccc1NC(=O)c1cc(C(=O)Nc2ccccc2OC)cc(N2C(=O)CCC2=O)c1,9.1,-22.0,11.9
CCOc1cc(/C=N/O)ccc1OCc1ccccc1F,4.7,-36.8,0.8
CC(/C=N/Nc1ncc(C)c(=O)[nH]1)=C\c1ccccc1,-0.1,-72.2,-11.2
CCC1CCCCN1C(=S)NC(=O)c1ccc([N+](=O)[O-])cc1 (configuration not stated),-1.8,8.2,19.7
O=C(CNc1cccc2ccccc12)c1ccc([N+](=O)[O-])cc1,-3.8,23.7,4.6
O=S(=O)(Nc1ccc(-c2csc(-c3ccccc3)n2)cc1)c1ccccc1,-0.8,-8.1,1.7
CC(C)C(C)(C#N)NC(=O)CSc1nc2scc(-c3ccc(F)cc3)c2c(=O)n1Cc1ccccc1 (configuration not stated),-3.4,-6.8,-4.3
COc1ccccc1NS(=O)(=O)c1cccc(NC(=O)Nc2cccc(Cl)c2)c1,-2.4,30.6,27.5
O=C(O)CCCC(=O)NNc1ncnc2ccccc12,3.4,2.3,25.3
CCCC(=O)N1CCN(c2ccc([N+](=O)[O-])cc2Cl)CC1,-0.4,13.5,-22.1
O=C(O)c1cc2c(cc1Br)OCCCO2,-1.4,-6.7,-2.4
COc1ccccc1NC(=O)COC(=O)c1ccc2c(c1)nc(C)n2-c1ccccc1,-2.3,-6.8,-11.3
O=C(Nc1ccc[n+](CC(=O)c2cccc3ccccc23)c1)c1ccccc1,10.7,12.2,6.3

# Part of the list above, with tabs.
Molecule	FN deposit inh	PAX8 inh HTS	LGR2 antag
COc1ccc(/C=N/Nc2nc(-c3ccc(Cl)cc3)cc(C(F)(F)F)n2)cc1OC	-3.9	33.1	-1.7
O=C(Cn1c2c(sc1=O)C1c3ccccc3OCC1CS2)Nc1ccc(Cl)cc1 (configuration not stated)	9.3	4.4	38.9
Cc1cc(NC(=O)/C=C/c2ccc(Cl)cc2)no1	0.1	-132.6	-74.0
CCOC(=O)c1cnc2cc(C)ccn2c1=O	-2.4	-17.0	-11.1
Cc1cc(Br)c(NC(=O)COC(=O)CSc2nnc(-c3ccc(Cl)cc3)o2)c(Br)c1	-1.3	-12.0	19.2
CCOC(=O)c1c(NC(=O)C(=O)N/N=C/c2ccccc2OC)sc2c1CCCCC2	-17.0	15.7	11.1
O=C(CSc1nnc(-c2ccccc2O)n1Cc1ccccc1)NNC(=O)c1ccccc1O	10.6	9.0	27.2
Cc1ccc(-c2cc(C(=O)O)c3sc(N4CCCCC4)nc3n2)cc1	-7.8	11.8	-16.5
O=C(CSc1nnc(-c2ccccc2F)n1CCc1ccccc1)Nc1ccc2[nH]c(=O)[nH]c2c1	16.0	26.8	32.7
CCN1CC2([N+](=O)[O-])CC=C(OC)C([N+](=O)[O-])(C1)C2 (configuration not stated)	2.2	-7.8	5.2
Cc1cc(SCC(=O)OCC(=O)NC(C)c2ccccc2)c(C)cc1Br (configuration not stated)	1.0	6.8	2.7
C/C(=N/Nc1nc(-c2ccccc2)cc(-c2ccc(F)cc2)n1)c1cccc(N)c1	-9.7	-14.0	-0.7
CCCCCC(=O)Nc1ccc(-c2csc(C)n2)cc1	-5.2	-59.4	-14.8
COc1ccccc1NC(=O)Cc1nc(CCl)cs1	3.9	6.5	6.0
Cn1nc(C(C)(C)C)c([N+](=O)[O-])c1C(=O)Nc1ccccc1	2.3	-1.3	-4.8

# The list is partial; the hit share may differ from the screen's.
